Source: PubChem
MgcRacGAP inhibition: MgcRacGAP GTPase-activating activity inhibitors, confirmation, biochemical, ADP Hunter fluorescence. Rac GTPase-activating protein 1 (Homo sapiens). MgcRacGAP-stimulated Rac1 GTP hydrolysis, ADP Hunter fluorescence; higher % means a stronger effect; GST-tagged Rac1 F28L mutant substrate. inhibition, % at 30 µM, or IC50 in µM where a hit was titrated. 340,000 compounds, 0.6% hits. AID 624330, 2012;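 active = first-screen hits whose inhibition reached a set limit at any dose in the follow-up dose series; inconclusive = inhibition above the set first-screen limit but never retested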;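 note: fluorescence reports GDP produced by GAP-driven GTP hydrolysis; strong numbers were not always called active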
K1F lysis inhibition: inhibition of K1F phage lysis, E. coli UTI89, bacterial capsule biogenesis inhibitors, alamar blue (AID 488966) | E. coli UTI89 K1F phage lysis, alamar blue, 2 h; higher % means a stronger effect | inhibition, % at 100 µM; hits with a dose series show IC50 in µM | 340,000 compounds, 0.02% hits;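 active = phage lysis inhibition, versus mean bacterial control, above a set limit; inconclusive = no clear call, values can overlap the other calls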;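 note: capsule biogenesis inhibitors block K1F phage lysis so surviving cells raise fluorescence; higher fluorescence means more inhibition of phage lysis; actives were called in the ten point dose series up to 300 µM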
PhoP inhibition: inhibitors of PhoP regulon expression, primary screen, Salmonella Typhimurium, GFP reporter (AID 1863); S. Typhimurium PhoP-regulated promoter GFP reporter, 4 h; higher % means a stronger effect; 300,000 compounds, 0.16% hits; one-dose inhibition, % at 50 µM; IC50 in µM for titrated hits;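 active = inhibition over 29.93%, a cutoff 3 SD above the screen mean, later confirmed by dose response; inconclusive = inhibition over 29.93% but no dose response follow-up; inactive = inhibition at most 29.93% or unconfirmed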;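 note: 0% = low Mg2+ inducing control and 100% = high Mg2+ repressing control; strong numbers were not always called active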
Large T inhibition: SV40 large T antigen inhibitors, biochemical (AID 1903); 310,000 compounds, 0.39% hits; one-dose inhibition, % at 20 µM; IC50 in µM for titrated hits; SV40 large T antigen ATPase/helicase inhibition assay; higher % means a stronger effect; in the data active = a potency from the dose series; inconclusive = inhibition mostly from about 32% at the one dose, without a potency; inactive = the rest, 99 in 100 with inhibition below about 32%; note: strong numbers were not always called active
GPR55 LPI antagonism: GPR55 antagonists blocking LPI-driven arrestin recruitment, primary screen, imaging, U2OS, beta-arrestin-GFP, LPI agonist (AID 2013); G-protein coupled receptor 55 (Homo sapiens); U2OS GPR55 beta-arrestin-GFP translocation imaging, LPI antagonism; higher % means a stronger effect; inhibition, % at 10 µM; hits with a dose series show IC50 in µM; 290,000 compounds, 0.13% hits;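 active = spots per cell inhibited over 60%, with over 100 cells counted and total cytoplasm intensity under 500,000; inconclusive = wells with under 100 cells, flagged as likely toxic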;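 note: U2OS cells stably carrying GPR55 and arrestin-GFP stimulated by 5 µM LPI near EC80; imaged beta-arrestin-GFP aggregate spots per cell after agonist stimulation; plate controls were LPI-stimulated DMSO wells for no effect and DMSO wells without LPI for full effect; some results filed as inactive read as strong as hits; confirmed hits need IC50 under 10 µM and bright autofluorescent wells are also inconclusive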
GPR35 arrestin U2OS: GPR35 antagonists blocking zaprinast-driven arrestin recruitment, primary screen, imaging, U2OS, beta-arrestin-GFP, zaprinast agonist (AID 2058). U2OS GPR35 beta-arrestin-GFP translocation imaging, zaprinast antagonism; higher % means a stronger effect. inhibition, % at 10 µM; hits with a dose series show IC50 in µM. 290,000 compounds, 0.052% hits;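 active = inhibition of at least 50% with at least 30 cells and total cytoplasm GFP at most 10,000,000; inconclusive = under 30 cells or total GFP of 10,000,000 plus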
HIV fusion peptide: inhibitors of HIV fusion peptide binding, primary screen, biochemical, uHTS, fluorescence dequenching (AID 1986); cell-free peptide binding, fluorescence dequenching, 30 min; higher % means a stronger effect; one-dose inhibition, % at 20 µM; IC50 in µM for titrated hits; 290,000 compounds, 0.3% hits; in the data active = inhibition mostly above about 52%, no sharp cut-off; inactive = mostly below about 76%; note: some results filed as inactive read as strong as hits
Dengue-2 NS5 capping: Dengue-2 NS5 methyltransferase inhibitors, primary screen, biochemical, confirmation dose response (AID 588689) | Genome polyprotein (Dengue virus type 2 (strain 16681-PDK53)) | Dengue-2 NS5 methyltransferase capping enzyme assay, biochemical; higher % means a stronger effect | one-dose inhibition, % at 25 µM; IC50 in µM for titrated hits | 340,000 compounds, 0.3% hits; in the data active = a potency from the dose series; inconclusive = inhibition above about 29% without an active follow-up result
RSV antiviral HEp-2: RSV antiviral activity via CPE protection, HEp-2 cells, primary 10 µM value included (AID 2391); HEp-2 cells, RSV-induced CPE inhibition; higher % means a stronger effect; one-dose CPE inhibition, % at 10 µM; IC50 in µM for titrated hits; 310,000 compounds, 0.13% hits; in the data active = a potency from the dose series; inconclusive = CPE inhibition mostly from about 23% at the one dose, without a potency; inactive = the rest, 99 in 100 with CPE inhibition below about 21%; note: strong numbers were not always called active
Dengue-2 NS5 capping pilot replicate: recorded beside Dengue-2 NS5 capping, whose call it bears; inhibition, %; measured here: pilot screen replicate inhibition
* marks the source's active call; other numbers are inactive results; u = inconclusive; x = no result given; & = joins results of further samples; [ ] = dose if it differs, or a comment.

SMILES | MgcRacGAP inhibition | K1F lysis inhibition | PhoP inhibition | Large T inhibition | GPR55 LPI antagonism | GPR35 arrestin U2OS | HIV fusion peptide | Dengue-2 NS5 capping | RSV antiviral HEp-2 | others
CCOC(=O)/C(C#N)=N/Nc1ccccc1C(=O)O | 5% | 0.2% | -4% | 12% | 8% | -11% | 0.9% | -9% | 1.5%
Cc1[nH]c2ccc(C(=O)NCCCN3CCCCC3)cc2c1C | -6% | -0.1% | -1% | 8% | 9% | 17% | -0.7% | -8% | 0.4%
Cc1cc(CN2CCC(n3nccc3NC(=O)c3ccccc3Cl)CC2)cc(C)c1O | -10% | -0.3% | -6% | 18% | 17% | -3% | -0.2% | -1% | 0.0%
Cc1nc(-c2ccccc2)nc(-c2ccccc2)n1 | 4% | -1.7% | x | 4% | x | x | x | 3% | 2.3%
O=C(CCNC(=O)C1CCN(S(=O)(=O)c2ccccc2)CC1)NCc1ccc(Cl)cc1Cl | 9% | 0.3% | 5% | 20% | 2% | 8% | 0.2% | -9% | 6.6%
Cc1cccc(NC(=S)NCCc2c[nH]c3ccccc23)c1 | 11% | 7.2% | 9% | 14% | 6% | -2% | -0.2% | -7% | 17%
CC1(C)CC(NC(=O)C2CCC(=O)N(Cc3ccccc3F)C2)CC(C)(C)C1 (configuration not stated) | 7% | -0.3% | x | x | 0% | 2% | 0.1% | -4% | x
COc1ccc(/C=C/C(=O)NCCC(=O)N2CCCN(C)CC2)cc1 | 3% | 0.1% | -7% | 7% | -3% | 10% | -1.0% | -4% | -0.7%
O=C(c1ccc(NS(=O)(=O)c2ccccc2)cc1)N1CCN(Cc2ccc3c(c2)OCO3)CC1 | -14% | 1.9% | -6% | 19% | 0% | 4% | 0.5% | 5% | u
CC(OC(=O)C1CCC(=O)N1)C(=O)Nc1cc(Cl)cc(Cl)c1 (configuration not stated) | 5% | 5.4% | 2% | -2% | 8% | 8% | -1.3% | -2% | 3.1%
O=C(COC(=O)c1n[nH]c2ccccc12)NCc1ccccc1 | 3% | 0.1% | 4% | 7% | 7% | -18% | -1.6% | -1% | 2.6%
Cc1nc(C)c(-c2ccc(SCc3ccccc3C)nn2)s1 | 0% | 2.9% | -9% | 12% | -10% | -21% | -2.1% | -15% | u
CCCCCOC(=O)CSc1nnc(-c2ccccc2)c(=O)[nH]1 | 8% | 0.4%[50 µM] | -18% | 14% | 0% | 8% | 2.0% | -1% | 1.3%
Cc1ccc(CSc2nc(N)cc(N)n2)cc1 | 9% | 0.4% | 8% | 7% | -25% | 2% | 0.6% | -6% | 0.9% | Dengue-2 NS5 capping pilot replicate=-5.8
Cc1ccccc1N1CCN(CC(=O)NCc2ccc(Cl)cc2)CC1 | 8% | -0.2% | -5% | 11% | 0% | -9% | 0.1% | -8% | 9.2% | Dengue-2 NS5 capping pilot replicate=-1.2
O=C(N/N=C/C(Br)=C/c1ccccc1)c1n[nH]c2c1CCC2 | 2% | 1.8% | 5% | 23% | -26% | -13% | -0.4% | 8% | 0.9%
CCCCNC(=S)N(C)/N=C/c1ccc2c(c1)OCO2 | 5% | 1.0% | 11% | 11% | 5% | 10% | -1.1% | 6% | 0.3%
O=C(NC(=O)c1ccccc1)Nc1ccccc1 | 5% | -0.1% | 14% | -3% | 7% | 6% | 0.0% | -4% | 3.4%
C=CCNS(=O)(=O)c1ccc(N2C(=O)c3ccccc3C2=O)cc1 | 7% | 0.1% | x | x | -7% | 4% | -1.1% | -9% | 0.7%
COc1ccc(CCNC(=O)c2ccc(Cl)cc2)cc1OC | 0% | 0.6% | -2% | 2% | 7% | 20% | -1.5% | -4% | -0.6%
Cc1cc(Cn2nc(-c3ccccc3)cc2C(=O)NCC2CC2)on1 | 6% | -0.5% | x | 10% | x | x | x | -10% | 2.2%
COc1ccc(-n2c(=S)[nH]c3cc(C(=O)NCc4ccccc4)ccc3c2=O)c(OC)c1 | -4% | -0.7% | 21% | 8% | -10% | -10% | -1.7% | -10% | 0.3%
COC(=O)COc1ccc2c(-c3ccc(OC)cc3)cc(=O)oc2c1 | 7% | 0.5% | 3% | -3% | 10% | 1% | 0.2% | -5% | 3.7%
Cc1cc(C)c(S(=O)(=O)N(C)CC(=O)NCc2ccccn2)c(C)c1 | 6% | -1.7% | -6% | 24% | 18% | -10% | -0.8% | 2% | 1.8%
COc1ccc(OCc2nc3c4c(ncn3n2)-c2ccccc2CC42CCCC2)cc1 | 6% | 1.6%[50 µM] | 3% | 3% | -8% | -2% | 1.1% | -6% | 7.4%
Next part.
SMILES | MgcRacGAP inhibition | K1F lysis inhibition | PhoP inhibition | Large T inhibition | GPR55 LPI antagonism | GPR35 arrestin U2OS | HIV fusion peptide | Dengue-2 NS5 capping | RSV antiviral HEp-2 | others
CCN1CCN(Cc2ccc(NC(=O)c3cc(NC(=O)c4ccno4)cc(OC)c3)cc2C(F)(F)F)CC1 | 12%&4% | -0.8% | -3% | 2% | 8% | -4% | 2.3% | -1%&-2% | 9.5%
CC1(C)CC(N2CCN(C(c3ccccc3)c3ccccc3)CC2)=CC(=[N+]2CCCCC2)C1 | 3% | 0.3% | u | 27% | 6% | -12% | -1.8% | -8% | 5.6%
Cc1ccc(-c2csc3ncnc(SCC(=O)c4ccc5c(c4)OCCO5)c23)cc1 | 2% | 1.2% | -4% | 0% | 0% | 11% | -2.0% | -5% | 6.4%
CCC(C)(C)C(=O)Nc1ccc(OC)cc1[N+](=O)[O-] | 6% | 0.2% | -7% | 9% | 2% | -8% | -2.0% | -3% | -0.5%
COC(=O)c1ccc(/C=N/NC(=O)CC(=O)NC(C)C)cc1 | 2% | 0.0% | -6% | 3% | 10% | -8% | -1.6% | 0% | 0.2%
COc1cc(OC)cc(OC(=O)c2cccc(S(=O)(=O)N3CCN(C)CC3)c2)c1 | 3% | 0.1%[50 µM] | -8% | 16% | x | x | x | 0% | -2.4%
Cc1ccccc1Nc1nnc(SCC(=O)NCc2cccs2)s1 | 1% | -11% | 13% | 11% | 2% | 0% | -0.9% | -4% | 2.6%
COc1ccc(CNC(=O)CCC(=O)c2ccc(C)cc2)cc1OC | 5% | 0.8% | 2% | 0% | 14% | 4% | 0.9% | 1% | 1.1%
COc1ccccc1CN1CCCC(CNC(=O)c2cccc3ccccc23)C1 (configuration not stated) | 2% | 0.4% | 2% | 5% | -33% | 10% | -0.7% | -4% | -1.2%
CC(C)n1c(N2CCN(C(=O)NCc3ccccc3)CC2)nc2ccccc21 | 6% | 0.1% | 13% | -1% | -10% | -3% | -0.4% | -8% | 1.9%
CCc1nnc(NS(=O)(=O)c2ccc(NC(=O)c3cccc4ccccc34)cc2)s1 | 15% | -0.1% | 4% | 11% | 0% | 0% | 31% | -2% | 7.5%
CCOc1c(Cl)cc(Cl)cc1CNCCNCCO | -1% | 9.6% | 13% | 3% | -17% | -20% | 4.2% | 1% | -1.1%
CC(C)CNS(=O)(=O)c1ccc(CCC(=O)NCC2CCCO2)cc1 (configuration not stated) | -3% | -0.7% | 2% | 2% | 2% | 13% | -0.3% | -7% | 1.4%
C=C(C)CSc1nnc(CCCCCNC(=O)OC(C)(C)C)o1 | 12% | -1.6% | -1% | 15% | -9% | -2% | -0.3% | -5% | 5.1%
O=C(NCCc1csc(-c2cccc(F)c2)n1)c1ccco1 | 5% | 0.2% | -5% | 6% | 3% | 11% | 0.2% | -6% | 16%
Cc1ccc(N2C(=O)C(Cl)=C(NCCO)C2=O)c(C)c1 | 1% | 1.5% | 3% | 6% | -8% | -10% | -0.9% | -4% | 4.1%
O=S(=O)(c1ccc(OCC2CO2)cc1)c1ccc(OCC2CO2)cc1 (configuration not stated) | 2% | -1.0% | -9% | 25% | 1% | 0% | 0.0% | x | 6.8%
C/C=C\C(=O)Nc1cccc(C2=NOC3(C2)C[C@@H](C(N)=O)N(C(=O)c2ccc(Cl)cc2)C3)c1 (some centres not stated) | 6% | 0.5% | -2% | 17% | 0% | -10% | 1.5% | 0% | 0.1%
CCC1=NN(C(=O)c2ccc(Br)cc2)C(O)(c2ccccc2)C1 (configuration not stated) | 6% | -4.9% | -12% | 6% | 7% | 2% | -2.4% | -5% | 14%
O=c1c(Cc2ccc(Cl)cc2)c(O)ccn1Cc1cccs1 | 4% | 1.3% | 2% | 2% | 0% | 10% | 2.7% | -3% | 6.6%
CCC(C)(C)n1nnnc1C(C(C)C)N1CCN(C)CC1 (configuration not stated) | 6% | 0.7% | 5% | 4% | -11% | 7% | -1.0% | -5% | -0.7%

Among those listed so far, these have bromine:
SMILES | MgcRacGAP inhibition | K1F lysis inhibition | PhoP inhibition | Large T inhibition | GPR55 LPI antagonism | GPR35 arrestin U2OS | HIV fusion peptide | Dengue-2 NS5 capping | RSV antiviral HEp-2 | others
O=C(N/N=C/C(Br)=C/c1ccccc1)c1n[nH]c2c1CCC2 | 2% | 1.8% | 5% | 23% | -26% | -13% | -0.4% | 8% | 0.9%
CCC1=NN(C(=O)c2ccc(Br)cc2)C(O)(c2ccccc2)C1 (configuration not stated) | 6% | -4.9% | -12% | 6% | 7% | 2% | -2.4% | -5% | 14%

Pulled by structure from the list above, four records:
SMILES | MgcRacGAP inhibition | K1F lysis inhibition | PhoP inhibition | Large T inhibition | GPR55 LPI antagonism | GPR35 arrestin U2OS | HIV fusion peptide | Dengue-2 NS5 capping | RSV antiviral HEp-2 | others
CCOc1c(Cl)cc(Cl)cc1CNCCNCCO | -1% | 9.6% | 13% | 3% | -17% | -20% | 4.2% | 1% | -1.1%
COc1cc(OC)cc(OC(=O)c2cccc(S(=O)(=O)N3CCN(C)CC3)c2)c1 | 3% | 0.1%[50 µM] | -8% | 16% | x | x | x | 0% | -2.4%
O=C(NCCc1csc(-c2cccc(F)c2)n1)c1ccco1 | 5% | 0.2% | -5% | 6% | 3% | 11% | 0.2% | -6% | 16%
Cc1ccccc1Nc1nnc(SCC(=O)NCc2cccs2)s1 | 1% | -11% | 13% | 11% | 2% | 0% | -0.9% | -4% | 2.6%
